Assay outcomes from PubChem BioAssay.
EBV gp42 inh: Epstein-Barr virus gp42 inhibitors, primary screen, biochemical, uHTS, fluorescence polarization; AID 1085, 2008; Glycoprotein 42 (Epstein-Barr virus (strain AG876)), Q1HVG2; 220,000 compounds, 0.42% hits; Fluorescence polarization binding assay, mP read-out; inhibition, % (tested at 21.74 µM); in the data active means inhibition above about 50%
Cl transport mod: KCC2 cotransporter modulators, thallium flux, primary screen, cell-based, HEK293 KCC2, FluoZin-2 fluorescence, MLSMR. Solute carrier family 12 member 5 (Homo sapiens), Q9H2X9. KCC2 cells, thallium flux FluoZin-2 fluorescence. 190,000 compounds, 2.2% hits. B-score of Tl+ flux slope (higher = more flux/activation; lower = inhibition) at 10 µM;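 active means thallium flux slope and its plate-corrected score both differing from the plate sample mean at a set confidence after two filtering rounds, in either direction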;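 further: slope of fluorescence scaled to starting intensity during 10 to 20 s after thallium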
Target sequence (Q9H2X9 whole entry, looked up): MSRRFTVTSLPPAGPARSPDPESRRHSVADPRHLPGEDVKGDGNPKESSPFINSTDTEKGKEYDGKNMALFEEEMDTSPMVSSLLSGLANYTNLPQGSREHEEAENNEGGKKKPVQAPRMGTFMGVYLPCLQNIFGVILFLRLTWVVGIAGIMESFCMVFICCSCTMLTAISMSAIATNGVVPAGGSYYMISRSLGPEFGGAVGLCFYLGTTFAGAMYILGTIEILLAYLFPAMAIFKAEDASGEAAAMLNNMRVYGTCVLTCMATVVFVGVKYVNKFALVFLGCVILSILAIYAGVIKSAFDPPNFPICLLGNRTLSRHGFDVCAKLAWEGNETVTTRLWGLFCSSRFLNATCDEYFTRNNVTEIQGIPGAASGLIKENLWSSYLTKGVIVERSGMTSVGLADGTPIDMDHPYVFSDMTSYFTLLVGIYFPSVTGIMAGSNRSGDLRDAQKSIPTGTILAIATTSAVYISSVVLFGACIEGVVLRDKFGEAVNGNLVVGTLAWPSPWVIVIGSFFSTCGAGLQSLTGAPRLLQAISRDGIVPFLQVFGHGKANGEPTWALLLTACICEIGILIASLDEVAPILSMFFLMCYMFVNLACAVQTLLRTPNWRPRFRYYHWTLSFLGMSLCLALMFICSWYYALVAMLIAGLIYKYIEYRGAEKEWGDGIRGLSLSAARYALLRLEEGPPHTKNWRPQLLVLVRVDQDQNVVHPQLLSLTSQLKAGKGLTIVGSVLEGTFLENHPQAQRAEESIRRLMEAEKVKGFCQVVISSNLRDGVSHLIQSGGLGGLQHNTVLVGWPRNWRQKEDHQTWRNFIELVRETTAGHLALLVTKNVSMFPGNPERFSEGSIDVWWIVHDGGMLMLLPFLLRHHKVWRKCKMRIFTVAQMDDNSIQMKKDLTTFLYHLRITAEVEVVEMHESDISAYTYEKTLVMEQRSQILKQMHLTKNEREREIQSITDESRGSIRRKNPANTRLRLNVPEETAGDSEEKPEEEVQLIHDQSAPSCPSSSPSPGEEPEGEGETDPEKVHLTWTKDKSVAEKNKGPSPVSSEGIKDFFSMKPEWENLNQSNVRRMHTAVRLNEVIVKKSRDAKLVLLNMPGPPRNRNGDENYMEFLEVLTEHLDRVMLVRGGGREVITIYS
Thrombin inh: human alpha-thrombin inhibitors, primary screen, counter-screen for coagulation protease inhibitor project, biochemical, 1536-well, fluorogenic AMC substrate; Prothrombin (Homo sapiens), P00734; Boc-VPR-AMC fluorogenic substrate cleavage; inhibition, % at 5 µM; 220,000 compounds, 0.26% hits; AID 1046, 2008;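 active means inhibition at or above 40%; inactive means inhibition below 40%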;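 further: 0% = enzyme with no compound and 100% = wells without enzyme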
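Material: human alpha-thrombin protein; Also added: Boc-VPR-AMC substrate, 15 µM final; Timing: enzyme reaction carried out at room temperature; Signal: fluorescence, ex 355 nm, em 460 nm; Measure: % inhibition of thrombin; Controls: enzyme without compound as high, wells lacking enzyme as low.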
Furin inhibitor: human furin inhibitors, primary screen, biochemical, fluorescence intensity | P09958 | purified furin, fluorogenic substrate cleavage | inhibition, % at 30 µM | 220,000 compounds, 0.061% hits | AID 463115, 2010; in the data active means inhibition above about 25%; further: inactives centre near -15
zfTRPN1 agonist: zebrafish TRPN1 channel agonists, primary screen, cell-based, HEK293, calcium fluorescence; 220,000 compounds, 0.18% hits; activation, % at 3 µM; transient receptor potential cation channel N1 (TRPN1/NompC), Danio rerio; HEK293 zebrafish TRPN1-YFP, Fluo-8 calcium fluorescence; 100% = response to 87 µM carbachol; AID 1424, 2008;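 active means activation above its plate's cutoff, the mean activation of test wells on that plate plus 3 SD, cut at about 19% in these data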;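 further: 0% = DMSO alone and 100% = 87 µM carbachol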
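Material: zebrafish TRPN1-YFP in HEK293 cells; Doses: single test compound dose, 3 µM nominal, 0.3% DMSO; Timing: dye loading 1 h at 37 °C, then 30 min room temperature; Technique: intracellular calcium fluorescence with Fluo-8; Benchmarks: high carbachol 87 µM, low DMSO alone.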
TRPML3 ag: human TRPML3 channel agonists, primary screen, cell-based, HEK293 TRPML3-YFP, Fluo-8 calcium fluorescence, 3 µM. 220,000 compounds, 0.29% hits. activation, % at 3 µM. 100% = the carbachol control signal. Mucolipin-3 (Homo sapiens), Q8TDD5;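 active means activation above its plate's cutoff, the mean activation of the plate's test wells plus 3 SD, cut at about 12% in these data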;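 further: 0% = DMSO only wells and 100% = carbachol wells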
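Test system: TRPML3-YFP stable HEK293 cells. Doses: single point at 3 µM. Incubation: dye loading 1 h 37 °C then 30 min ambient, 125 s read. Signal: Fluo-8 calcium dye fluorescence, ex 470-495, em 515-575 nm. Measure: percent activation from peak-to-basal fluorescence ratio, scaled between DMSO and carbachol.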
PPC-1+TRAIL kill: compounds killing PPC-1 cancer cells with TRAIL present, primary screen, TRAIL potentiator project, ATPLite luminescence, uHTS | PPC-1 cells + TRAIL, ATPLite viability luminescence | cell killing (% activity), % at 4 µM | 220,000 compounds, 0.41% hits | AID 1443, 2008;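 active means cell killing above 50% in the first pass at 4 µM, then a duplicate retest at 5 µM averaging 50% or more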;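 further: plate controls were cells with TRAIL plus DMSO for no effect and medium-only wells lacking cells for full effect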
m-calpain inh: inhibitors of pig calpain II, primary screen, biochemical, fluorogenic peptide substrate, 1536-well; purified calpain II, 30 min; inhibition, % at 16 µM; 220,000 compounds, 0.37% hits; AID 1236, 2008;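 active means inhibition above about 50%, limit read from the data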
Tb hexokinase: Trypanosoma brucei hexokinase 1 inhibitors, primary screen, biochemical, G6PDH-coupled NADH absorbance, MLSCN library; hexokinase 1 [Trypanosoma brucei]; recombinant TbHK1, G6PDH-coupled NADH A340; inhibition, % at 10 µM; 220,000 compounds, 0.11% hits; AID 1430, 2008;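 active means inhibition of 50% or more in the single-dose primary screen; inactive means inhibition below 50%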
* marks the source's active call; other numbers are inactive results; . = no result given; [ ] = another dose, or the depositor's remark.

1) CCN1C(=O)CSc2ccc(C(=O)NCc3ccc(OC)cc3)cc21
2) COc1ccc(CCNC(=O)NC(C(F)(F)F)C(F)(F)F)cc1OC
3) CCOC(=O)C1CCN(S(=O)(=O)c2ccc(-n3cnnn3)c(C)c2)CC1
4) COc1ccc(-c2oc3ncnc(NCCCN4CCOCC4)c3c2-c2ccc(OC)cc2)cc1
5) CN(c1ncc(C(F)(F)F)cc1Cl)N1C(=O)C2ONC3(C(=O)CC(C)(C)CC3=O)C2C1=O (stereo not drawn)
6) COc1ccc(CN=C(N)N=C(N)N)cc1Cl

screen / no.,1,2,3,4,5,6
EBV gp42 inh,-6.0,9.4,-2.2,8.0,-11.8,0.3
Cl transport mod,-0.0578,-0.0208,-0.0117,-1.4,0.785,0.914
Thrombin inh,-2.7,-7.4,-1.6,1.8,-5.6,0.9
Furin inhibitor,-17.2[20 µM],-18.5[20 µM],-17.0,-74.5,-14.6,-15.9
zfTRPN1 agonist,3.2,-0.4,1.3,-1.5,1.5,-0.2
TRPML3 ag,0.3,-0.3,-0.2,-0.6,0.8,1.1
PPC-1+TRAIL kill,-21.2,-0.8,24.9,13.0,0.4,6.4
m-calpain inh,16.7,11.0,-19.2,-271.6,-14.1,6.2
Tb hexokinase,-3.6,-0.3,0.6,-28.4,0.9,-1.6

7) N#CC1=C(N)OC2=C(C(=O)CCC2)C1c1ccoc1 (stereo not drawn)
8) CCOc1ccc2nc3ccc4[nH]onc4c3c2c1
9) CCN(C(=O)CSc1nnc(Nc2cccc(C)c2C)s1)C1CCS(=O)(=O)C1 (stereo not drawn)
10) CC1(C)CC(=O)C(/C=N/n2c(C(F)(F)F)nc3ccccc3c2=O)=C(O)C1
11) O=C(Nc1ccc(NC(=O)c2ccco2)cc1)c1ccc2c(c1)OCO2
12) O=C(COC(=O)COc1ccc(Cl)cc1)NC1CCCCC1

screen / no.,7,8,9,10,11,12
EBV gp42 inh,-2.3,.,12.7,3.9,-8.7,-40.8
Cl transport mod,0.226,.,0.272,-0.513,0.313,-0.301
Thrombin inh,1.2,.,-4.5,5.5,0.6,3.4
Furin inhibitor,-35.8,-10.2,-17.1,-4.4[20 µM],-12.6[20 µM],-17.6[20 µM]
zfTRPN1 agonist,1.3,1.2,0.7,-0.2,0.9,-0.2
TRPML3 ag,0.5,1.3,0.3,0.8,-0.4,0.1
PPC-1+TRAIL kill,2.6,.,5.1,5.7,33.2,9.4
m-calpain inh,-27.0,.,0.7,-18.9,-11.4,-5.9
Tb hexokinase,2.5,-5.7,-8.8,-16.9,-8.3,2.7

13) CCOC(=O)N1CCN(C(=O)c2cn(C)c(=O)c3c2c2ccccc2n3C)CC1
14) c1cnc(SCCOc2cccc3ccccc23)nc1
15) CCC(=O)NC1=C(C#N)C2(CCCC2)Cc2ccccc21
16) Cc1nc2cc(Cl)ccc2n1CCO
17) CC(CCc1ccccc1)NC(=O)c1cc2sccc2n1C (stereo not drawn)
18) O=C(Cn1cnc2c(nnn2Cc2ccc(F)cc2)c1=O)Nc1cccc(F)c1

screen / no.,13,14,15,16,17,18
EBV gp42 inh,-12.9,-12.9,-27.5,-4.3,3.1,-2.5
Cl transport mod,.,.,0.0137,.,-0.81,0.21
Thrombin inh,-4.1,-0.7,-3.3,-7.2,-1.0,1.4
Furin inhibitor,-31.4,-15.7[20 µM],-22.8,-20.9[20 µM],-14.0,-15.0
zfTRPN1 agonist,1.1,-0.6,-0.4,0.1,-1.9,1.5
TRPML3 ag,0.5,0.4,0.2,0.8,-0.4,1.1
PPC-1+TRAIL kill,16.5,-3.9,9.0,21.7,-15.8,11.0
m-calpain inh,-86.9,26.2,-24.2,-15.0,14.0,-0.4
Tb hexokinase,-20.7,-4.3,0.0,-4.4,-3.5,-3.3

A second format for some results above:
item	structure	EBV gp42 inh	Cl transport mod	Thrombin inh	Furin inhibitor	zfTRPN1 agonist	TRPML3 ag	PPC-1+TRAIL kill	m-calpain inh	Tb hexokinase
6	COc1ccc(CN=C(N)N=C(N)N)cc1Cl	0.3	0.914	0.9	-15.9	-0.2	1.1	6.4	6.2	-1.6
7	N#CC1=C(N)OC2=C(C(=O)CCC2)C1c1ccoc1 (stereo not drawn)	-2.3	0.226	1.2	-35.8	1.3	0.5	2.6	-27.0	2.5
8	CCOc1ccc2nc3ccc4[nH]onc4c3c2c1	.	.	.	-10.2	1.2	1.3	.	.	-5.7
9	CCN(C(=O)CSc1nnc(Nc2cccc(C)c2C)s1)C1CCS(=O)(=O)C1 (stereo not drawn)	12.7	0.272	-4.5	-17.1	0.7	0.3	5.1	0.7	-8.8
10	CC1(C)CC(=O)C(/C=N/n2c(C(F)(F)F)nc3ccccc3c2=O)=C(O)C1	3.9	-0.513	5.5	-4.4[20 µM]	-0.2	0.8	5.7	-18.9	-16.9
11	O=C(Nc1ccc(NC(=O)c2ccco2)cc1)c1ccc2c(c1)OCO2	-8.7	0.313	0.6	-12.6[20 µM]	0.9	-0.4	33.2	-11.4	-8.3

(next part)
19) O=C(COc1cccc2c1CCN(Cc1ccccc1F)C2=O)N1CCCCC1
20) CCN(CCCNC(=O)CCn1c(=O)[nH]c2ccsc2c1=O)c1ccccc1
21) COc1ccc(Cn2cccc(NC(=O)Nc3ccc(F)cc3)c2=O)cc1
22) O=C1CC(c2ccccc2)CN1S(=O)(=O)c1ccccc1 (stereo not drawn)
23) O=C(C1=C(O)C(=O)N(CCCN2CCOCC2)C1c1ccccn1)c1cc2ccccc2o1 (stereo not drawn)
24) Oc1ccccc1OCc1nc2ccccc2s1

screen / no.,19,20,21,22,23,24
EBV gp42 inh,-10.2,-2.6,7.1,1.4,-10.7,-10.5
Cl transport mod,0.926,-0.0585,0.259,.,.,-1.85
Thrombin inh,-0.5,-3.9,-2.4,-8.6,3.3,-4.3
Furin inhibitor,-7.2,-26.9,-17.0,-17.3,-6.4,-11.6
zfTRPN1 agonist,0.2,0.1,3.1,-1.0,1.4,-2.2
TRPML3 ag,1.1,0.1,1.2,-0.3,0.3,-1.2
PPC-1+TRAIL kill,-4.6,-7.0,3.9,-5.9,-3.2,44.5
m-calpain inh,26.7,64.7*,-17.1,13.0,7.7,19.7
Tb hexokinase,-13.3,-2.1,1.0,-6.6,-25.2,7.5

25) Cc1ccc2nc(SCC(=O)c3ccc4c(c3)OCO4)[nH]c2c1
26) O=c1cc(CN2CCN(S(=O)(=O)c3ccccc3)CC2)nc2sccn12
27) Nc1c(C(=O)Nc2ccc(S(=O)(=O)N3CCCC3)cc2)sc2nc3ccc(OC(F)(F)F)cc3cc12
28) CCN(CC)S(=O)(=O)c1ccc(OC)c(NC(=O)Cc2cccs2)c1
29) CCCCc1ccc(/C=C2\C(=O)ON=C2c2ccccc2)s1
30) COc1cccc(CN(C)c2nc(-c3cccs3)nc3ccccc23)c1

screen / no.,25,26,27,28,29,30
EBV gp42 inh,-6.8,4.6,-29.6,41.6,-18.9,5.5
Cl transport mod,-0.112,1.65,-0.125,0.23,0.559,0.414
Thrombin inh,0.4,3.1,3.3,1.3,-4.1,-5.7
Furin inhibitor,-14.6[20 µM],-21.2,-11.0,-11.9,-13.1,0.9
zfTRPN1 agonist,-2.7,0.0,2.2,0.8,1.9,1.1
TRPML3 ag,-0.6,0.7,0.3,-0.2,0.8,-0.3
PPC-1+TRAIL kill,11.0,18.6,15.5,9.0,-6.8,16.3
m-calpain inh,32.9,-16.8,-118.5,-73.8,-42.0,23.9
Tb hexokinase,-6.8,-5.6,-10.4,10.6,31.7,12.1

31) O=C(Nc1ncc(Cc2ccc(SC(F)F)cc2)s1)c1ccccc1
32) CS(=O)(=O)CCC(C(=O)n1nnc2ccccc21)N1C(=O)c2ccccc2C1=O (stereo not drawn)
33) Cc1nc(-c2ccc(C(=O)O)cc2)cs1
34) CCOC(=O)c1cn(Cc2ccc(Br)cc2)nn1
35) C/C(=N/NS(=O)(=O)c1ccc(Cl)cc1)c1cccc(NC(=O)c2ccc(Cl)cc2Cl)c1
36) Cc1nn(Cc2ccccc2)c(Cl)c1C(=O)NCc1ccc(C)n1C

screen / no.,31,32,33,34,35,36
EBV gp42 inh,4.2,0.1,-25.2,9.7,-5.5,-3.0
Cl transport mod,-0.0172,-0.0978,-0.0344,0.267,.,-0.418
Thrombin inh,-7.6,-2.9,0.6,-10.3,3.5,-17.7
Furin inhibitor,-20.2,-12.9,-8.9,-6.8,-15.9[20 µM],-12.5
zfTRPN1 agonist,0.0,0.8,2.8,0.4,2.6,-0.7
TRPML3 ag,0.0,0.8,1.0,-1.2,0.2,0.6
PPC-1+TRAIL kill,12.4,-14.1,23.7,6.6,-2.2,4.6
m-calpain inh,-6.0,10.6,-7.5,-19.6,-4.1,-26.7
Tb hexokinase,-1.4,-1.7,2.4,-7.8,-1.4,-4.3

37) COc1ccccc1C(=O)NC(CCSC)C(=O)NC1CCCCCC1 (stereo not drawn)
38) O=C(COC(=O)Cn1cnc2ccccc21)NCc1ccc(F)cc1
39) CC(=O)N1CCN(c2ccc(NC(=O)/C=C/c3ccccc3)cc2)CC1
40) CCOc1ccc2nc(SCC(=O)c3cccs3)sc2c1
41) CCN1CCN(C(=S)c2ccc(OCC(=O)NCc3ccccc3)cc2)CC1
42) CCN1CCN(c2nc(Nc3cc(OC)ccc3OC)nc(Nc3cc(OC)ccc3OC)n2)CC1
43) COc1ccc(C)cc1N(CC(=O)NC1CCCC1)C(=O)CCC(=O)Nc1cc(C)on1
44) Cc1cccc(OCCNC(=O)c2ncn[nH]2)c1
45) COc1ccc(-n2cc(-c3ccc(C)cc3)[n+]3c2SCC3)cc1

screen / no.,37,38,39,40,41,42,43,44,45
EBV gp42 inh,-10.3,-1.3,-7.1,-15.4,-12.5,-13.9,-11.5,-15.5,-17.8
Cl transport mod,-0.261,0.0646,-0.853,-0.118,0.218,-0.528,-1.09,-0.0939,0.296
Thrombin inh,0.0,-8.3,-10.6,0.7,-4.8,-2.1,-8.7,1.3,-4.8
Furin inhibitor,-27.9,-20.0,-9.3,-16.2[20 µM],-22.6,-17.8,-1.3,-17.7[20 µM],-10.1
zfTRPN1 agonist,-0.8,0.0,2.2,-1.1,-0.8,-0.1,-1.0,1.3,0.4
TRPML3 ag,-1.3,0.8,1.1,0.2,0.7,0.4,-1.2,-0.2,1.1
PPC-1+TRAIL kill,8.4,2.3,3.7,14.3,1.9,28.9,-10.1,8.0,18.0
m-calpain inh,6.5,-12.0,6.8,24.8,-7.9,-14.7,-14.3,10.1,4.4
Tb hexokinase,0.9,-7.1,-26.2,-11.4,-3.2,-21.5,6.6,2.3,3.3
